HP1b chromo inh: HTS for Inhibitors of HP1-beta Chromodomain Interactions with Methylated Histone Tails; Chromobox protein homolog 1 (Homo sapiens), P83916; AlphaScreen HP1-beta / biotin-H3K9me3 peptide binding; Potency, µM (series often up to 114 µM), inactives show top-dose activity change, negative = inhibition, most hits filed as inhibitors; 0.56% of 390,000 active; AID 540317, 2011; note: potency is the fitted concentration of half-maximal effect; nearly all actives have a fitted effect of over 70% in size; inactives centre near 23
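AlphaScreen: HP1-beta (50 nM) preformed 30 min with biotin-H3(1-18)K9me3 peptide (50 nM) in PBS pH 7.4, 0.01% Tween-20. Compound added for 30 min at RT, then streptavidin donor/nickel chelate acceptor beads (10 ug/mL) for 30 min.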
PI4K2A inh: qHTS for small molecular inhibitors of PI4K2A. Phosphatidylinositol 4-kinase type 2-alpha (Homo sapiens), Q9BTU6. purified PI4K2A, ADP-Glo luminescence, 1 h; active compounds read low. activity change, negative = inhibition, % at 76.9 µM. 0.13% of 420,000 active. AID 1346378, 2018; in the data active = activity change below about -50%; inconclusive = mostly about -30% to -49%;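 note: -100% = wells without enzyme as full effect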
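In this quantitative HTS, ADP production by PI4K2A was quantified luminescently after 1 h at ambient temperature; 100 microM adenosine served as plate-quality control.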
G9a inh: qHTS Assay for Inhibitors of Histone Lysine Methyltransferase G9a. Histone-lysine N-methyltransferase EHMT2 (Homo sapiens), Q96KQ7. G9a H3K9 monomethylation, AlphaScreen, 2 h. Potency, µM (doses to about 102 µM), for the others: at the highest dose activity, negative = inhibition, hits mostly inhibitors. 8.8% of 350,000 active. AID 504332, 2011; note: potency is the fitted concentration of half-maximal effect; % is set by controls: 0 for no effect and ±100 for the full control effect; nearly all actives have a fitted effect of over 75% in size
Target sequence (Q96KQ7 913-1193 limits assumed): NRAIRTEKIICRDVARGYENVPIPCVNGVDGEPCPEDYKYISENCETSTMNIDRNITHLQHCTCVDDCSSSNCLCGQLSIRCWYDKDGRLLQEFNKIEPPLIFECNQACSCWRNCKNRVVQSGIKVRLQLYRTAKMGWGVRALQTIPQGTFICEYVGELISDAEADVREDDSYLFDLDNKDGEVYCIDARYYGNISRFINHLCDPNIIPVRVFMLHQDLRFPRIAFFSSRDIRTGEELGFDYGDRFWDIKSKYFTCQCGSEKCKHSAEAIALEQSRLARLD
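AlphaScreen detection with an anti-monomethyl H3K9 antibody quantified product after a 2 h room-temperature reaction containing 500 nM biotinylated H3K9 peptide, 20 µM SAM and 20 nM enzyme, which had been preincubated 15 min with compound.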
RGS4 inh: Inhibitors of Regulator of G Protein Signaling (RGS) 4: qHTS. Potency, µM (titrated, usually from 114 µM), for the others: at the top dose activity change, negative = inhibition, actives largely listed as inhibitors. Transcreener GDP fluorescence polarization, RGS4-accelerated GTP hydrolysis. 0.039% of 390,000 active; note: potency is the fitted concentration of half-maximal effect; % is set by controls: 0 for no effect and ±100 for the full control effect; nearly all actives have a fitted effect of over 75% in size; some results filed as inactive show a strong effect at the top dose
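MLSMR compounds (23 nl, pin-transferred) preincubated 10 min at room temperature with a 500nM (2x) first reagent, then RGS4 at 900nM (2x) plus Transcreener GDP mix added; fluorescence polarization (620/688 nm) read before and after 90 min at 30 °C.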
12-LOX inh: Primary qHTS assay for inhibitors of human arachidonate 12S-lipoxygenase (ALOX12): Round 2. Polyunsaturated fatty acid lipoxygenase ALOX12 (Homo sapiens), P18054. purified 12hLO, xylenol orange hydroperoxide absorbance. Potency, µM (top dose mostly 108 µM), without a hit: top-dose activity change, negative = inhibition, most hits filed as inhibitors. 1.1% of 580,000 active; note: potency is the fitted concentration of half-maximal effect; % is set by controls: 0 for no effect and ±100 for the full control effect
Target sequence (P18054 whole entry, looked up): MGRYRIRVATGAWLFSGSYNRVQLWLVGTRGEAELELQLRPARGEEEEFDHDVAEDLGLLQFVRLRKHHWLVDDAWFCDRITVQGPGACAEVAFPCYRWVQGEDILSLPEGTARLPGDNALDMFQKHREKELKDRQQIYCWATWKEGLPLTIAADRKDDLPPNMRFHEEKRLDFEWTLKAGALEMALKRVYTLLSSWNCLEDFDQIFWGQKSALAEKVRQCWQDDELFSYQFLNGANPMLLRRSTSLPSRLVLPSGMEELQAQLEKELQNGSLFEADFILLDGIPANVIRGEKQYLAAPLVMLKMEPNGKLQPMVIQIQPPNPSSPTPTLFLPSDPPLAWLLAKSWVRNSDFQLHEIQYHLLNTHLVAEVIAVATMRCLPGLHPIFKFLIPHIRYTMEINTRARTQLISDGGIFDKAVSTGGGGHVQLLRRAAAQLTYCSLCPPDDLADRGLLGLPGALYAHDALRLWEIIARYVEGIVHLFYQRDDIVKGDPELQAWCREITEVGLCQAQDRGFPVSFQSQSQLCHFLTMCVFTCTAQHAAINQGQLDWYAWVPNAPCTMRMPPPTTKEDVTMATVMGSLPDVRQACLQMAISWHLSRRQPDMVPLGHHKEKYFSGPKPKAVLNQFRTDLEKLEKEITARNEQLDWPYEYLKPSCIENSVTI
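Hydroperoxide product was detected by ferrous iron/xylenol orange as the 573 to 405 nm absorbance ratio. Arachidonic acid at 40 uM (final) was turned over for 30 min at room temperature by 150 nM human 12hLO, pH 7.0 Hepes buffer, after 15 min compound preincubation.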
GLS inh: qHTS for Inhibitors of Glutaminase (GLS); 0.21% of 410,000 active; GLS enzymatic activity, qHTS titration; Potency, µM (series often up to 45.5 µM), for inactives: at the highest dose activity change, negative = inhibition, hits mostly inhibitors; note: potency is the fitted concentration of half-maximal effect; % is set by controls: 0 for no effect and ±100 for the full control effect
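Two-point fluorescence kinetic (t0, 30 min RT) for hKGA; glutamate detected via glutamate oxidase–HRP–Amplex Red. Substrate: 1 mM L-glutamine solution; buffer 45 mM KH2PO4, pH 8.2.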
ERG Ets-DNA blk: qHTS for Small Molecule Inhibitors of the ERG Ets/DNA interaction. Transcriptional regulator ERG (Homo sapiens), P11308. fluorescence polarization, His-ERG Ets domain / labelled DNA. Potency, µM (doses to about 76.9 µM), for the others: at the highest dose FP activity, negative = inhibition, actives largely listed as inhibitors. 0.028% of 370,000 active; active = well fitted inhibition curve with a large enough effect in the polarisation, with a control signal flat; inconclusive = small, poorly fitted or top-dose-only effect, or effect the other way, or a change in a side signal; inactive = no such curve, though single readings can be large or run the other way; the % refers to the polarisation;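 note: polarization taken with two DNA probes labelled with fluorescein and Texas red; potency is the fitted concentration of half-maximal effect; % of control where 0% means no effect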
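His-tagged ERG Ets domain (1 uM in the protein solution; 300mM KCl, 50mM Tris-HCl, 1mM EDTA, 1mM DTT, pH 7.5) received compound, then a probe mix of 5 nM fluorescein-DNA and 100nM Texas-615-DNA. Fluorescence polarization was read for both dyes.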
BAZ2B block: qHTS Assay for Inhibitors of BAZ2B | AlphaScreen BAZ2B-H3K14Ac peptide displacement | Potency, µM (top dose mostly 114 µM), without a hit: top-dose activity change, negative = inhibition, usual class: inhibitors | 4.4% of 360,000 active | AID 504333, 2011; note: potency is the fitted concentration of half-maximal effect; % is set by controls: 0 for no effect and ±100 for the full control effect; nearly all actives have a fitted effect of over 60% in size
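Inhibition is scored as reduced AlphaScreen emission. The BAZ2B/b-H3(5-23)K14Ac complex (50 nM each) in PBS pH 7.4, 0.01% Tween-20 meets compound (up to 110 uM) for 30 min at RT before bead addition.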
JMJD2A Tudor: qHTS Assay for Inhibitors of JMJD2A-Tudor Domain; Lysine-specific demethylase 4A (Homo sapiens), O75164; Potency, µM (titrated, usually from 114 µM), without a hit: at the highest dose activity change, negative = inhibition, most hits filed as inhibitors; 4.4% of 390,000 active; AlphaScreen JMJD2A-Tudor / H3K4me3 peptide binding; note: potency is the fitted concentration of half-maximal effect; % is set by controls: 0 for no effect and ±100 for the full control effect; nearly all actives have a fitted effect of over 50% in size
Active calls of the source: *; u = inconclusive; x = no result given; & = joins results of further samples; [ ] = dose if it differs, or a comment. Unless noted, calls come from the whole dose curve; as a rule, active = well fitted curve in the direction sought with a large enough effect; inconclusive = small, poorly fitted or top-dose-only effect, or another doubt; inactive = no such curve, though single readings can be large; an effect the other way counts as inactive or inconclusive. Some of the compounds tested; the hit share may differ from the screen's.

SMILES	HP1b chromo inh	PI4K2A inh	G9a inh	RGS4 inh	12-LOX inh	GLS inh	ERG Ets-DNA blk	BAZ2B block	JMJD2A Tudor
CCOc1ccc(CCNC(=O)CS(=O)Cc2nc(-c3ccccc3Cl)oc2C)cc1OCC (stereo unspecified)	41%[activator]	-2	8%	-7%	13%	-2%	1%	-24%	-11%
CCN(C(=O)C(C)N1C(=O)/C(=C/c2ccco2)SC1=S)C1CCS(=O)(=O)C1 (stereo unspecified)	u	u	20µM*	u	-5%	u	14%	45µM*	56µM*
CCN1CCN(C(=O)CCn2c(=O)c3cccn3c3cccnc32)CC1	16%	-12	-11%	7%	-8%	-5%	87%[activator]	-15%	-18%
CSc1nc(-c2ccc(Cl)cc2)nc(N)c1C#N	0%	0	9%	7%	12%	7%	2%	0%	-12%
COc1ccccc1NS(=O)(=O)c1cc(NC(=O)CNC(=O)c2ccccc2)ccc1C	14%	-10	3%[59 µM]	2%	-26%	15%	-8%	-8%	-22%[57.1 µM]
N#C/C=C1\n2c(nc3ccccc32)OC12CCCCC2	36%	2	-9%	-25%	-22%	-2%	0%	2%	7%
Cc1ccc(NC(=O)c2sc3ncnc(N(C)C4CCCCC4)c3c2C)cc1	37%	-2	u	3%	-4%	6%	4%	2%	-28%
O=C(OCCN1C(=O)c2ccccc2C1=O)C1CC(O)CN1S(=O)(=O)c1ccc(Cl)cc1 (stereo unspecified)	40%	0	29%[12.7 µM]	-11%	13%	-2%	-5%	4%	-4%
Cc1nc2c(-c3ccc(Cl)cc3)c(C)[nH]n2c(=O)c1Cc1ccccc1	-5%	1	-26%	3%	2%	1%	-2%	4%	-31%
CCN(CC(=O)Nc1c(F)cccc1F)C(=O)CN(C)S(=O)(=O)c1ccc(F)cc1	22%	5	-31%	6%	-27%	6%	x	2%	-14%
COC(=O)C1=C[C@@H](C(=O)OC)C2C3=C(C(=O)C24CCCCC4)[C@H](C)n2c(=O)n(-c4ccccc4)c(=O)n2[C@@H]3C1 (stereo partly specified)	32%&22%	-1	x	8%&-6%	11%	-6%	20%	x	-15%&-24%
O=C1C(Cl)=C(NCCN2CCOCC2)C(=O)c2ccccc21	u	-13	u	0%	u	-2%	-1%	-38%	-35%
COc1ccc(C(=O)NC(=S)N2CCCCC2)cc1	-16%	-7	u	-35%	u	44%[activator]	2%	-27%	-33%
Cc1ccc(S(=O)(=O)NNC(=S)NCCc2ccccc2)cc1	56%[activator]	42	-5%[59 µM]	-31%	u	16%	-8%	-18%	-13%
CCc1ccccc1NC(=O)Cn1c(=O)n(CCc2ccccc2)c(=O)c2ccccc21	6%	5	9%[59 µM]	6%	-21%	0%	-1%	0%	-10%
COC(=O)C1=C(C)N(CC2CC2)C(=O)N[C@H]1c1ccccc1	20%	-1	x	-18%	0%	0%	4%	x	-16%
CCc1ccc(C(=O)c2cn(CC(=O)Nc3ccc4c(c3)OCO4)c3cc(OC)c(OC)cc3c2=O)cc1	26%	-1	-28%[59 µM]	-29%	0%	4%	-9%	79µM*	-35%
Cc1c(C(=O)C(=O)N2CCCc3ccccc32)c2ccccc2n1C	8%[57 µM]	2	-8%[59 µM]	15%	7%	15%	-4%	0%	-24%
c1ccc(-c2nc(-c3cccs3)[nH]c2-c2ccccc2)cc1	26%	-1	25%[59 µM]	-20%	1%	-1%	5%	-1%	-15%
CCCC(=O)Nc1cc2c3c(c1)CCN3C(=O)CC2	27%	6	2%[59 µM]	6%	1%	-14%	-11%	-3%	1%
O=C(O)c1ccc(-n2nnnc2SCc2cccc(Br)c2)cc1	75%[activator]	-6	17%	-15%[56.9 µM]	12%	0%	5%	2%	-5%
COc1cc(NC(=O)c2cccs2)c(C(=O)OCC(=O)NC(=O)NCc2ccccc2)cc1OC	8%	-2	-3%[0.501 µM]	1%	2%	5%	-3%	u	-19%
CC(C)c1c(C(=O)N/N=C/C=C/c2ccccc2)nnn1-c1nonc1N	59%[activator]	-2	64%[activator]	-17%	-6%	-2%	6%	-16%	18%
COc1ccc(C[C@H]2CN3C(=NC[C@H]3C)N2CCNC(=O)CCC2CCCCC2)cc1	28%	-1	13%[59 µM]	-8%	u	-22%	-2%	-11%	-29%
CC(N)C12CC3CC(CC(C3)C1)C2 (stereo unspecified)	27%&16%	-2&-1&-2	15%[59 µM]	-4%&7%	u	1%&0%&4%	u	0%&-8%	-10%&-10%

Part of the list above in order of length of the SMILES, high to low:
SMILES	HP1b chromo inh	PI4K2A inh	G9a inh	RGS4 inh	12-LOX inh	GLS inh	ERG Ets-DNA blk	BAZ2B block	JMJD2A Tudor
COC(=O)C1=C[C@@H](C(=O)OC)C2C3=C(C(=O)C24CCCCC4)[C@H](C)n2c(=O)n(-c4ccccc4)c(=O)n2[C@@H]3C1 (stereo partly specified)	32%&22%	-1	x	8%&-6%	11%	-6%	20%	x	-15%&-24%
CCc1ccc(C(=O)c2cn(CC(=O)Nc3ccc4c(c3)OCO4)c3cc(OC)c(OC)cc3c2=O)cc1	26%	-1	-28%[59 µM]	-29%	0%	4%	-9%	79µM*	-35%
O=C(OCCN1C(=O)c2ccccc2C1=O)C1CC(O)CN1S(=O)(=O)c1ccc(Cl)cc1 (stereo unspecified)	40%	0	29%[12.7 µM]	-11%	13%	-2%	-5%	4%	-4%
COc1cc(NC(=O)c2cccs2)c(C(=O)OCC(=O)NC(=O)NCc2ccccc2)cc1OC	8%	-2	-3%[0.501 µM]	1%	2%	5%	-3%	u	-19%
CCN(C(=O)C(C)N1C(=O)/C(=C/c2ccco2)SC1=S)C1CCS(=O)(=O)C1 (stereo unspecified)	u	u	20µM*	u	-5%	u	14%	45µM*	56µM*
Cc1ccc(NC(=O)c2sc3ncnc(N(C)C4CCCCC4)c3c2C)cc1	37%	-2	u	3%	-4%	6%	4%	2%	-28%
O=C1C(Cl)=C(NCCN2CCOCC2)C(=O)c2ccccc21	u	-13	u	0%	u	-2%	-1%	-38%	-35%
CCCC(=O)Nc1cc2c3c(c1)CCN3C(=O)CC2	27%	6	2%[59 µM]	6%	1%	-14%	-11%	-3%	1%
CSc1nc(-c2ccc(Cl)cc2)nc(N)c1C#N	0%	0	9%	7%	12%	7%	2%	0%	-12%

Additional structures
SMILES	HP1b chromo inh	PI4K2A inh	G9a inh	RGS4 inh	12-LOX inh	GLS inh	ERG Ets-DNA blk	BAZ2B block	JMJD2A Tudor
OC(COc1ccc(Cl)c2ccccc12)CN1CCN(c2ccccn2)CC1 (stereo unspecified)	u	-2	-44%[12.7 µM]	12%	0%[57.4 µM]	14%	-6%	u	u
Cc1[nH]cnc1CSCc1ccc(F)cc1	20%	-1	u	-33%	3%	5%	-1%	u	-13%
Cc1ccc2c(c1)C(=O)CC(O)(C(F)F)O2 (stereo unspecified)	60%[activator]	-4	32%[activator]	5%	3%	12%	16%	-2%	-2%
CC(C)(C)c1ccc(OCCOCCn2c(-c3ccc(Cl)cc3)nc3ccccc3c2=O)cc1	37%[activator]	-3	u	24%	5%	-7%	8%	9%	0%
COCCNC(C(=O)Nc1ccc(C)cc1[N+](=O)[O-])c1ccccc1 (stereo unspecified)	-20%	18	5%[59 µM]	-13%	-6%	-13%	-2%	-27%	u
Cc1cc(C)n(CC(=O)n2c3ccccc3c3ccccc32)n1	21%	5	5%	4%	0%	16%	-6%	-5%	4%
CCOc1c2ccc(C(=O)NCc3ccc4c(c3)OCO4)cc2nn1C	34%	-3	-9%[59 µM]	20%	10%	3%	-3%	5%	-14%
O=C(c1ccco1)N1CCN(C(=O)c2ccccc2NS(=O)(=O)c2ccc(F)cc2)CC1	34%	0	-38%	-6%	-27%	1%	1%	2%	-14%
CCC(CC)c1nnc(NC(=O)C2CC(=O)N(CCc3ccc(F)cc3)C2)s1 (stereo unspecified)	u	-3	3.2µM*	u	u	-14%	-5%	u	-19%
COc1cc(CC(=O)OCC(=O)Nc2cc([N+](=O)[O-])ccc2F)cc(OC)c1OC	19%	1	53%[activator][59 µM]	21%	-10%	-2%	3%	13%	-11%
S=C1NC2(CCCCC2)NN1c1ccccc1	54%[activator]	-1	14µM*	-51%	u	5%	-14%	79µM*	-25%
CN(CC(=O)Nc1ccc(OC(F)(F)F)cc1)C(=O)C1CCC1	33%	-1	-37%[12.7 µM]	-3%	378%[activator]	1%	0%	-4%	-24%
CCN(C(=O)COc1cccc(-n2cnnn2)c1)C1CCS(=O)(=O)C1 (stereo unspecified)	35%	11	x	-1%	10%	-5%	-3%	x	-1%
C=CCC1=C/C(=C\c2c(N)n3nc(CC(=O)N4CCCC4)sc3nc2=O)C=C(OC)C1=O	42%[activator]	5	20%[0.0925 µM]	22%	u	5%	-12%	79µM*	-2%

Source: PubChem
